# Assay outcomes as filed in PubChem BioAssay.
# Lamin A splicing: modulators of lamin A splicing; HeLa LMNA splicing GFP/RFP minigene ratio, 48 h; Potency, µM (top dose mostly 46.1 µM), for the others: at the top dose ratio change, negative = inhibition, most hits filed as inhibitors; 0.01% of 200,000 active; AID 1487; active means well fitted inhibition curve with a large enough effect in the signal ratio, with a control signal flat, not every such curve was filed as active; inconclusive means small, poorly fitted or top-dose-only effect, or effect the other way, or a change in a side signal; the % refers to the signal ratio; further: on the % scale 0 is the no-effect control and ±100 the full control effect
#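 S3 HeLa stable clones carrying a lamin A-EGFP splicing minigene plus DsRed2 were seeded at 600 cells/well in Opti-MEM with 2% FBS, pin-dosed and incubated 48 h at 37°C. Acumen cytometry (488 nm) gave the GFP/RFP total-intensity ratio.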
# Luc counter: blocks Kinase-Glo luciferase, a counter-screen artifact; Potency, µM (titrated, usually from 38.3 µM), inactives show at the top dose activity change, negative = inhibition, hits mostly inhibitors; 0.28% of 200,000 active; AID 1379; Q27757; Kinase-Glo luciferase, ATP luminescence, 8 min; further: on the % scale 0 is the no-effect control and ±100 the full control effect; nearly all actives have a fitted effect of over 60% in size
#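 Kinase-Glo luciferase light output from ATP and luciferin was measured with 10 uM ATP, within the enzyme's linear range. Buffer: 50 mM imidazole pH 7.2, 50 mM KCl, 7 mM MgCl2, 0.01% Tween 20, 0.05% BSA; luminescence read after 8 min at ambient temperature.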
# KDM4E inh: inhibitors of human JMJD2E histone demethylase | B2RXH2 | JMJD2E catalytic domain, FDH-coupled NADH fluorescence (FDH is formaldehyde dehydrogenase) | Potency, µM (series often up to 57.1 µM), for the others: top-dose activity change, negative = inhibition, hits mostly inhibitors | 1.6% of 230,000 active; active means well fitted inhibition curve with a large enough effect, not every such curve was filed as active; inconclusive means small, poorly fitted or top-dose-only effect, or another doubt; inactive means no such curve, though single readings can be large or run the other way;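 further: 0% = wells with enzyme and -100% = buffer wells without enzyme; nearly all actives have a fitted effect of over 50% in size; many of its hits are not listed in these tables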
# SMN2 splice up: increases expression of the SMN2 splice variant | HEK293 SMN2-luciferase splicing reporter, luminescence, 30-36 h | Potency, µM (top dose mostly 46.1 µM), without a hit: at the highest dose activity change, positive = activation, usual class: activators | 2.8% of 210,000 active; further: % of control where 0% means no effect; nearly all actives have a fitted effect of over 55% in size
#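 qHTS luciferase splicing reporter: luminescence rises when SMN2 exon 7 is included in transfected HEK293 cells. Compound exposure lasted 30-36 h at 37C, with 4.5 mM final sodium butyrate as control, followed by a ONE-Glo read.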
# ALDH1A1 block: inhibitors of human aldehyde dehydrogenase 1A1 | P00352 | Purified ALDH1A1, NADH fluorescence, propionaldehyde substrate | Potency, µM (highest dose often 75.3 µM), inactives show at the top dose activity, negative = inhibition, most hits filed as inhibitors | 7.3% of 220,000 active | AID 1030; active means well fitted inhibition curve with a large enough effect, not every such curve was filed as active; inconclusive means small, poorly fitted or top-dose-only effect, or another doubt; inactive means no such curve, though single readings can be large or run the other way;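 further: plate controls were no enzyme wells and a reference inhibitor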
# Tau fibril ThT: tau fibrillization inhibition (ThT binding) | P10636 | recombinant tau K18 P301L (four-repeat tau fragment), heparin-induced fibrillization, ThT fluorescence | Potency, µM (series often up to 57.4 µM), without a hit: top-dose activity, negative = inhibition, hits mostly inhibitors | 2.1% of 270,000 active; further: on the % scale 0 is the no-effect control and ±100 the full control effect; nearly all actives have a fitted effect of over 55% in size
# Target sequence (P10636 561-689 P618L limits assumed): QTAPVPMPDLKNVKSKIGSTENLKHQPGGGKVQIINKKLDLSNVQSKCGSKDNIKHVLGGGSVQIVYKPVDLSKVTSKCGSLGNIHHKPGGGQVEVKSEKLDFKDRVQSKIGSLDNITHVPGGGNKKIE
#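 Heparin-induced (20 uM) aggregation of recombinant human K18 P301L tau, 15 uM unlabeled with 0.24 uM labeled, pH 7 acetate buffer, 6 hr at 37 C with compound. Fibrils quantified by 30 uM ThT fluorescence after 1 hr ambient incubation.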
# RECQ1 helicase: RECQ1 (human) helicase inhibition; Potency, µM (highest dose often 57.3 µM), for inactives: at the top dose activity, negative = inhibition, usual class: inhibitors; P46063; RECQ1 DNA unwinding, red fluorescence kinetic read; 0.54% of 240,000 active;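 further: plate controls were vehicle for no effect and no enzyme for full effect; nearly all actives have a fitted effect of over 30% in size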
#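 RECQ1T1 50 nM; forked duplex (20 bp + 30-nt ss tails) 200 nM, ATP 2 mM final; pH 8.0, 2 mM MgCl2, 2.5 ug/ml poly(dI-dC); 15 min compound preincubation; discontinuous kinetic read over 2 h at RT.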
# L3MBTL1 block: inhibitors of human L3MBTL1. Q9Y468. 0.66% of 230,000 active. AID 485360. Potency, µM (highest dose often 57.1 µM), inactives show at the highest dose activity, negative = inhibition, usual class: inhibitors. AlphaScreen L3MBTL1–H3K9me1 peptide binding; further: on the % scale 0 is the no-effect control and ±100 the full control effect; nearly all actives have a fitted effect of over 60% in size
# Target sequence (Q9Y468 whole entry, looked up): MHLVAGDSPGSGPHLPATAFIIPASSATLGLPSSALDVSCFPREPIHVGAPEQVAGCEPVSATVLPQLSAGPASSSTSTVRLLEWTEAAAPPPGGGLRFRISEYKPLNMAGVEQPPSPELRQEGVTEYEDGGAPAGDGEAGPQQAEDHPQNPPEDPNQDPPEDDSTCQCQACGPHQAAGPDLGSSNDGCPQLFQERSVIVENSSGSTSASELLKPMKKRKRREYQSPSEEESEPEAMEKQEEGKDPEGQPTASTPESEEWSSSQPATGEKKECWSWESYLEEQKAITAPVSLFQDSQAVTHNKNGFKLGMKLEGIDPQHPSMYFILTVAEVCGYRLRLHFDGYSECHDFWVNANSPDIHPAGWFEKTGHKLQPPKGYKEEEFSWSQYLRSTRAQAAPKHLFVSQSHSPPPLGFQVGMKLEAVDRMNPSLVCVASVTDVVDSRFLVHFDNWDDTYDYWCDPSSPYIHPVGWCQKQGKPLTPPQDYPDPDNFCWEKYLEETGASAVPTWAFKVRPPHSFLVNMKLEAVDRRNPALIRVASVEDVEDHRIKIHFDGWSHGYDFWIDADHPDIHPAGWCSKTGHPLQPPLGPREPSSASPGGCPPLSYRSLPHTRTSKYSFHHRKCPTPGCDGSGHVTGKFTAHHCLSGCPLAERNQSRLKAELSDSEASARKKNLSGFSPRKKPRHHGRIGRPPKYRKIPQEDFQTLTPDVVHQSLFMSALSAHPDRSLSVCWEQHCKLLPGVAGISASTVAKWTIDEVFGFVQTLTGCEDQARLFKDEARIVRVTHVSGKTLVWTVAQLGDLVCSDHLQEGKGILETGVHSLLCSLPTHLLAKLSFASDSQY
#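 L3MBTL1 (50 nM) pre-complexed 30 min with biotinylated H3(1-15)K9me1 peptide (75 nM), then compounds added for 30 min at room temperature; AlphaScreen streptavidin donor/nickel chelate acceptor beads (10 ug/mL final) read after 30 min dark incubation.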
# Active calls of the source: *; i = inactive; ? = inconclusive; nt = no result given; & = joins results of further samples; [ ] = remark or other dose. Unless noted, the call rests on the fitted dose curve; in most records, active means well fitted curve in the direction sought with a large enough effect; inconclusive means small, poorly fitted or top-dose-only effect, or another doubt; inactive means no such curve, though single readings can be large; an effect the other way counts as inactive or inconclusive. Potency means the concentration at half of the fitted maximal effect. These rows are one share of the data. The share of hits here may be higher or lower than overall.
SMILES,Lamin A splicing,Luc counter,KDM4E inh,SMN2 splice up,ALDH1A1 block,Tau fibril ThT,RECQ1 helicase,L3MBTL1 block
O=C(CCN1CCOCC1)N1CCc2c([nH]c3ccccc23)C1c1cccc(Cl)c1 (configuration not stated),?,-1%,3%,nt,14%,-9%,-1%,-24%
O=C(CSCc1cccc(Br)c1)N=Nc1c(O)[nH]c2ccccc12,10%,-2%,-11%,-2%,7.9µM*,?,i,-7%
N#CC1=C(N)N=C(SCc2cccc3ccccc23)C(C(N)=O)C12CCCCC2 (configuration not stated),-2%,1%,5%,-18%,?,20µM*,-15%,nt
CC1CN(CCOc2ccccc2[N+](=O)[O-])CC(C)O1 (configuration not stated),2%[46 µM],-3%,?,-2%,?,-5%,3%,5%
O=C(/C=C/c1ccc(Cl)c([N+](=O)[O-])c1)Nc1cccnc1,5%,3%,1%,6%,-10%,?,-1%,3%
Cc1ccc(Nc2nc(N)nc(CSc3nccn3C)n2)cc1,12%,-2%,?,13µM*,-10%,2%,-17%,-2%
COc1cc(/C=N/NC(=O)C(N)=O)ccc1OCC(=O)N1C(C)CCCC1C (configuration not stated),nt,nt,-6%,nt,-5%,-11%,i,nt
Cc1ccc(/C=N/N=C2/NC(=O)C(CC(=O)N3CCOCC3)S2)cc1 (configuration not stated),nt,0%,10%,6%,?,-6%,i,10%
CCCc1nnc(NC(=O)C2CCCO2)s1 (configuration not stated),2%,11%,6%,-5%,-5%,-5%,-4%,0%
Cc1ccc(-c2csc3ncnc(Nc4ccc(N5CCOCC5)cc4)c23)cc1,-4%,-2%,?,-33%[inhibitor],?,?,-22%,-8%
COc1ccc(OCc2nnc(SC(C)C(=O)Nc3nccs3)n2-c2ccccc2)cc1 (configuration not stated),?,-4%,9%,-41%[inhibitor],?,-9%,-1%,-2%
COc1ccccc1Nc1nc(C)cs1,3%&-6%,-3%&-7%,6%&-15%,?,18µM*,22µM*,-2%&0%,4%&1%
COc1ccc(Cc2cnc(N)s2)cc1,4%[46 µM],-1%,8%,nt,8%,-7%,7%,1%
COc1cc(/C=N/NC(N)=O)cc(Br)c1OCc1ccc(C)cc1,4%,2%,7%,-27%,-11%,?,-3%,nt
COc1cccc(C(=O)NC(=S)Nc2nnn(C)n2)c1,1%,-5%,-6%,13%,22µM*,1%,1%,12%
COc1ccccc1/C=C/C(=O)OCCCN(C)C,nt,3%,?,18%,?,5%,i,-4%[11.4 µM]
Cc1nc(NC(=O)COc2ccccc2)sc1C(=O)Nc1cccc(Cl)c1,-4%,-1%,-1%,6%,8%,?,i,10%
NC(=O)CCC(NC(=S)Nc1ccccc1)C(=O)O (configuration not stated),nt,nt,3%,nt,nt,-5%,-2%,9%
CC(=O)Nc1sc2c(c1C#N)CCCCC2,-15%,-1%,4%,21%,?,2%,-11%,30%
Clc1c(CSc2nc3ccccc3o2)nc2sccn12,?,-2%,7%,10µM*,-4%,?,-12%,8%[11.4 µM]
Cc1ccc(OCCNC(=O)/C=C/c2ccc([N+](=O)[O-])cc2)cc1C,12%,0%,-3%,4%,-6%,?,-10%,-1%
CSc1nc(Cc2ccc(Cl)cc2)nc2ccccc12,13%,-3%,-10%,-18%,6%,?,-9%,32%[activator]
Cc1cccc(CCNC(=O)CCc2nnc(CCc3ccccc3)o2)n1,8%[46 µM],-1%,-6%,nt,12%,-6%,-13%,5%
Cc1cc(C)nc(SCc2csc(N)n2)n1,2%,nt,8%,nt,?,-10%,-2%,7%
COC(=O)CSCC(=O)Nc1cc2c(cc1C(C)=O)OCO2,6%,2%,?,-4%,?,2%,-4%,-1%
# Following part.
SMILES,Lamin A splicing,Luc counter,KDM4E inh,SMN2 splice up,ALDH1A1 block,Tau fibril ThT,RECQ1 helicase,L3MBTL1 block
O=C(Nc1ccccc1)Nc1ccc(Cl)c(S(=O)(=O)N2CCOCC2)c1,nt,-2%,-11%,-20%,1%,7%,i,5%
CC(C)N(Cc1nc(-c2ccccc2)no1)C(=O)c1ccc(Cl)cc1,?,0%,-3%,-13%,0%,-20%,-9%,nt
O=C(O)c1ccccc1C(=O)N1CCN(c2ccccc2)CC1,2%,-2%,5%,-24%,16µM*,7%,1%,-13%
COc1cccc2c1nc(C)c1cc(C)oc12,-7%,-2%,?,?,?,-11%,-1%,nt
CCN(C(=O)COC(=O)c1cc(-c2ccc(C)o2)nc2ccccc12)C1CCS(=O)(=O)C1 (configuration not stated),nt,-9%,?,0%,?,-5%,-4%,20%
COc1ccc(C(=O)Nc2oc(-c3ccccc3)c(-c3ccccc3)c2C#N)cc1,?,-3%,?,?,-61%,-9%,-15%,-7%
COc1cc([N+](=O)[O-])ccc1NC(=O)CSc1n[nH]c(C(C)C)n1,?,6%,7%,-19%,-15%,-8%,i,-5%
Cc1cc(C)cc(OCC(O)CN2CCN(Cc3ccc4c(c3)OCO4)CC2)c1 (configuration not stated),nt,-1%,2%,-49%[inhibitor],9%,-8%,-17%,nt
COc1ccc(C(NC(=O)c2cccnc2)c2cc(Cl)c3cccnc3c2O)cc1OC (configuration not stated),?,-2%,-20%,-82%[inhibitor],6%,-10%,-6%,?
Cc1nc(C)c(CC(=O)N/N=C/c2ccc(O)cc2)c(=O)[nH]1,5%,-1%,?,21%,-7%,4%,-4%,7%
COc1ccc(C2=NOC(C(=O)Nc3cc(C)on3)C2)cc1 (configuration not stated),-4%,5%,16%,12%,?,-2%,-8%,nt
CCOC(=O)c1ccc(NC(=O)C2=C(C)Nc3nc(CCCO)nn3C2c2ccc(OC)cc2)cc1 (configuration not stated),4%,5%,-2%,11%&-8%,-5%,-17%&-5%,i,-1%
CC(=O)Oc1c(C)cc(O)c2ccccc12,-19%,0%,?,7%,-1%,25µM*,-4%,nt
COc1cccc2[nH]c3c(N4CC(C)CC(C)C4)ncnc3c12 (configuration not stated),12%,-3%,?,-18%,-5%,-11%,2%,4%
COC(=O)C(NC(=O)c1ccco1)(Nc1ccc(Br)cn1)C(F)(F)F (configuration not stated),-5%,nt,-3%,nt,15%,-14%,-1%,2%
Cc1ccc(Cn2nnc3c(=O)[nH]c(C4CCN(C(=O)Cc5cccs5)CC4)nc32)cc1,15%,-7%,1%,7%,-4%,-11%,-9%,3%
CCCCCOC(=O)Nc1nnc(CCCCC)s1,-9%,-3%,0%,25%,-4%,-19%,-7%,nt
Cc1ccc(S(=O)(=O)Cn2nnnc2C(C)N2CCN(C(=O)c3ccco3)CC2)cc1 (configuration not stated),4%,-1%,2%,-12%,25µM*,-11%,19%,-4%
O=C(Cc1ccccc1)NC(=S)Nc1ccc2oc(-c3ccccc3F)nc2c1,8%,-2%,-22%,?,?,3%,-7%,-2%
NC(=O)C(CC(=O)O)NC(=O)[C@@H]1CCOc2c(I)cc([N+](=O)[O-])cc2C(=O)N[C@@H](CO)C(=O)N[C@@H](Cc2ccc(O)cc2)C(=O)N1 (some centres not stated),3%,-2%,-1%,-11%,-7%,-20%,-13%,?
O=C(NCc1ccccc1)C(c1ccco1)N(C(=O)c1cnccn1)c1ccc(F)cc1 (configuration not stated),7%[0.0737 µM],-1%,19%,-20%,-2%,0%,-2%,2%
CCS(=O)(=O)C1=NN2C(=N)/C(=C\c3ccc(SCc4ccco4)o3)C(=O)N=C2S1,nt,-1%,?,15%,1.8µM*,14µM*,?,32µM*
O=C(c1ccc([N+](=O)[O-])cc1)N(c1ccccn1)c1ccccn1,nt,1%,-7%,-1%,2%,1%,4%,22%
CCC(=O)Nc1cccc(-c2nc3ccccc3o2)c1,-3%,4%,?,14%,2%,-15%,-2%,1%
COc1cc(C2/C(=C(/O)c3ccc(F)cc3)C(=O)C(=O)N2CCCC(=O)O)ccc1O (configuration not stated),7%,1%,-11%,-6%,-5%,-5%,-2%,0%
# Going on with the list.
SMILES,Lamin A splicing,Luc counter,KDM4E inh,SMN2 splice up,ALDH1A1 block,Tau fibril ThT,RECQ1 helicase,L3MBTL1 block
Cc1ccccc1CSc1nc2n(n1)C(c1cccs1)C1=C(CCCC1=O)N2 (configuration not stated),10%,-3%,?,-14%,?,-22%,-11%,nt
COc1cccc(CC(NC(C)=O)C(=O)NC2CCN(c3c4c(nc5ncnn35)CCC4)CC2)c1OC (configuration not stated),nt,1%,1%,-13%,?,-2%,15%,-1%
CCc1c(O)c(-c2ccccc2)c(=O)n(-c2ccccn2)c1-c1ccccc1,nt,nt,-6%,nt,nt,-5%,-2%,11%
O=C(CCCCCN1C(=O)c2ccccc2C1=O)Nc1ccc(F)cc1,-12%,2%,6%,-28%,?,1%,-5%,-2%
N#C/C(=C/c1cn(-c2ccccc2)nc1-c1cccc(S(=O)(=O)N2CCOCC2)c1)C(=O)NCc1ccco1,-1%,12%,-2%,-21%,?,-1%,-4%,-2%
Cc1cc(C(F)F)n2ncc(C(=O)N3CCCCC3)c2n1,2%,-3%,-6%,8%,0%,4%,i,1%
Clc1cccc(CON/C=N/c2ncnc3sccc23)c1,4%,-2%,4%,-22%,-2%,-8%,-22%,14%
Cc1ccc2oc(=O)n(CCCOc3ccccc3C)c2c1,?,4%,0%,nt,4%,?,-6%,113%[activator]
FCCCOc1ccc(CN2CCN(c3ccccc3F)CC2)cc1,-6%[46 µM],-3%,-11%,0%,7%,-10%,i,-8%
CCOC(=O)c1c(C)n(C)c2cc(-c3ccc(F)cc3)c(O)cc12,-4%,nt,-10%,nt,-1%,-7%,-3%,5%

# By substructure, those above containing bromine.
SMILES,Lamin A splicing,Luc counter,KDM4E inh,SMN2 splice up,ALDH1A1 block,Tau fibril ThT,RECQ1 helicase,L3MBTL1 block
O=C(CSCc1cccc(Br)c1)N=Nc1c(O)[nH]c2ccccc12,10%,-2%,-11%,-2%,7.9µM*,?,i,-7%
COc1cc(/C=N/NC(N)=O)cc(Br)c1OCc1ccc(C)cc1,4%,2%,7%,-27%,-11%,?,-3%,nt
COC(=O)C(NC(=O)c1ccco1)(Nc1ccc(Br)cn1)C(F)(F)F (configuration not stated),-5%,nt,-3%,nt,15%,-14%,-1%,2%
